From PubChem
EphA4 KYL inhibition: EphA4 ligand-binding antagonists – biochemical, colorimetric, mouse EphA4, primary screen (AID 689); EphA4-AP binding to KYL peptide, pNPP A405; higher % means a stronger effect; inhibition, % at 10 µM, or IC50 in µM where a hit was titrated; 62,000 compounds, 0.1% hits; in the data active = a potency from the dose series; inactive = the rest, 99 in 100 with inhibition below about 22%
An asterisk follows results filed as active; & = joins results of further samples. These rows are one share of the data. The share of hits here may be higher or lower than overall.

What do the screens show for `COc1cc(/C=C2/C(=O)NC(=O)N(c3ccccc3F)C2=O)ccc1OCc1ccc(C(=O)O)cc1`?
EphA4 KYL inhibition: 0%

Results for COc1ccc(NS(=O)(=O)c2cc(C)ccc2C)cc1 ?
EphA4 KYL inhibition: -5%

How did COc1cc(C(=O)N(Cc2ccc(F)cc2)C2CCS(=O)(=O)C2)cc(OC)c1OC (configuration not stated) do in these assays?
EphA4 KYL inhibition: -6%

How did O=C(N/N=C\c1ccc(Cl)cc1)c1sccc1-n1cccc1 do in these assays?
EphA4 KYL inhibition: -9%

Results for COc1cc(C(=O)Nc2ccc(Cl)cn2)cc(OC)c1OC ?
EphA4 KYL inhibition: -8%

Results for COc1ccc(CNc2ccc(-c3ccc(OC)cc3)nn2)cc1 ?
EphA4 KYL inhibition: -17%

Results for CN(C)S(=O)(=O)Oc1cccc(C(=O)Nc2ccc(Cl)c(Cl)c2)c1 ?
EphA4 KYL inhibition: -11%

How did Cc1ccc(C2CC(C(F)(F)F)n3ncc(C(=O)Nc4ccc(C)c(C)c4)c3N2)cc1 (configuration not stated) do in these assays?
EphA4 KYL inhibition: -3%

How did Cc1ccc(CCC(=O)Nc2ccc([N+](=O)[O-])cc2)o1 do in these assays?
EphA4 KYL inhibition: -6%

How did CN(C)S(=O)(=O)c1ccc2c(c1)C(CC(=O)O)NC2=O (configuration not stated) do in these assays?
EphA4 KYL inhibition: -20%

How did O=C(/C=C/c1cccc([N+](=O)[O-])c1)NCCC12CC3CC(CC(C3)C1)C2 do in these assays?
EphA4 KYL inhibition: -4%

How did COc1ccc(N2CSC3=C(C#N)C(c4ccc(OC)c(OC)c4)CC(=O)N3C2)c(OC)c1 (configuration not stated) do in these assays?
EphA4 KYL inhibition: 16%

What do the screens show for `CCOc1cc(/C=N/NC(=O)Cn2nc([N+](=O)[O-])cc2C)ccc1OCc1ccc(F)cc1`?
EphA4 KYL inhibition: -5%

How did CCC(C)(NC(=O)c1cccc(N2C(=O)CSC2c2ccccc2)c1)C(=O)Nc1ccccc1C (configuration not stated) do in these assays?
EphA4 KYL inhibition: -4%

What do the screens show for `COc1ccc(-c2cc(C(F)(F)F)nc(N3CCOCC3)n2)cc1`?
EphA4 KYL inhibition: -13%

What do the screens show for `CCc1c(C)nc2cc(C)[nH]n2c1=O`?
EphA4 KYL inhibition: -12%

What do the screens show for `COc1ccc(N2C(=O)c3ccccc3NC2c2ccc(Br)cc2)cc1` (configuration not stated)?
EphA4 KYL inhibition: -11%

Results for COc1cc(C(=O)NCc2ccc(C)cc2)ccc1OCc1c(C)noc1C ?
EphA4 KYL inhibition: -8%

What do the screens show for `Cc1ccc(-c2csc(NC(=O)c3cccc([N+](=O)[O-])c3)n2)cc1`?
EphA4 KYL inhibition: 4%

Results for O=C(c1ccc2c3c(cccc13)C(=O)N(O)C2=O)N1CCCCC1 ?
EphA4 KYL inhibition: -10%

Results for CCNC(=O)CCCOc1ccc(Cl)cc1Cl ?
EphA4 KYL inhibition: -4%

Results for O=C(NCc1ccc(C(F)(F)F)cc1)C1CC(c2ccccc2[N+](=O)[O-])=NO1 (configuration not stated) ?
EphA4 KYL inhibition: -16%

Results for CCCc1nnc(NC(=O)CC(=O)OCC)s1 ?
EphA4 KYL inhibition: 10%

Results for COc1cc(C2Nc3ccccc3C(=O)N2Cc2ccccc2)cc(OC)c1OC (configuration not stated) ?
EphA4 KYL inhibition: -8%

What do the screens show for `COC(=O)c1c(C)oc(C)c(C(=O)OC)c1=O`?
EphA4 KYL inhibition: 12%

What do the screens show for `COc1ccc(OC)c(NC(=O)c2ccccc2[N+](=O)[O-])c1`?
EphA4 KYL inhibition: -12%

Results for COc1ccc(CNC(=O)C2CCCN(S(=O)(=O)c3cnc[nH]3)C2)cc1 (configuration not stated) ?
EphA4 KYL inhibition: -1%

How did Cc1cc(/C=N/NC(=O)c2cccc([N+](=O)[O-])c2)c(C)n1-c1ccc(Cl)cc1Cl do in these assays?
EphA4 KYL inhibition: -2%

How did CCN1C(=O)C(O)(C2COC(C)(C)CC2=O)c2ccccc21 (configuration not stated) do in these assays?
EphA4 KYL inhibition: -17%

How did S=c1[nH]nc(COc2ccc(Cl)cc2)o1 do in these assays?
EphA4 KYL inhibition: -14%

Ordered by count of non-hydrogen atoms (falling): part of the list above.
What do the screens show for `COc1cc(/C=C2/C(=O)NC(=O)N(c3ccccc3F)C2=O)ccc1OCc1ccc(C(=O)O)cc1`?
EphA4 KYL inhibition: 0%

How did CCC(C)(NC(=O)c1cccc(N2C(=O)CSC2c2ccccc2)c1)C(=O)Nc1ccccc1C (configuration not stated) do in these assays?
EphA4 KYL inhibition: -4%

How did COc1ccc(N2CSC3=C(C#N)C(c4ccc(OC)c(OC)c4)CC(=O)N3C2)c(OC)c1 (configuration not stated) do in these assays?
EphA4 KYL inhibition: 16%

How did Cc1ccc(C2CC(C(F)(F)F)n3ncc(C(=O)Nc4ccc(C)c(C)c4)c3N2)cc1 (configuration not stated) do in these assays?
EphA4 KYL inhibition: -3%

Results for COc1cc(C2Nc3ccccc3C(=O)N2Cc2ccccc2)cc(OC)c1OC (configuration not stated) ?
EphA4 KYL inhibition: -8%

Results for O=C(NCc1ccc(C(F)(F)F)cc1)C1CC(c2ccccc2[N+](=O)[O-])=NO1 (configuration not stated) ?
EphA4 KYL inhibition: -16%

What do the screens show for `COc1ccc(N2C(=O)c3ccccc3NC2c2ccc(Br)cc2)cc1` (configuration not stated)?
EphA4 KYL inhibition: -11%

Results for O=C(c1ccc2c3c(cccc13)C(=O)N(O)C2=O)N1CCCCC1 ?
EphA4 KYL inhibition: -10%

How did O=C(N/N=C\c1ccc(Cl)cc1)c1sccc1-n1cccc1 do in these assays?
EphA4 KYL inhibition: -9%

What do the screens show for `COC(=O)c1c(C)oc(C)c(C(=O)OC)c1=O`?
EphA4 KYL inhibition: 12%

How did S=c1[nH]nc(COc2ccc(Cl)cc2)o1 do in these assays?
EphA4 KYL inhibition: -14%

What do the screens show for `CCc1c(C)nc2cc(C)[nH]n2c1=O`?
EphA4 KYL inhibition: -12%

Remaining list, next part
What do the screens show for `CC(C)CC(NC(=O)C1CCC(C)CC1)C(=O)NCc1ccccn1` (configuration not stated)?
EphA4 KYL inhibition: -10%

How did O=C1C(N2CCOCC2)=C(n2nnc3ccccc32)C(=O)c2ccccc21 do in these assays?
EphA4 KYL inhibition: -2%

Results for CCOC(=O)C1CCN(c2ncnc3c2[nH]c2cccc(OC)c23)CC1 ?
EphA4 KYL inhibition: -5%

How did CCOc1ccc(N(CC(=O)NCCSc2ccccn2)S(C)(=O)=O)cc1 do in these assays?
EphA4 KYL inhibition: 6%&-7%

How did O=c1ccc(/C=C/c2ccccc2)nn1Cc1ccccc1 do in these assays?
EphA4 KYL inhibition: 2%

What do the screens show for `CCOC(=O)c1c(NC(=O)CC2SC(N)=NC2=O)sc2c1CCCC2` (configuration not stated)?
EphA4 KYL inhibition: 4%

What do the screens show for `Cc1ccc(-c2nnc(SCC(=O)O)n2N)cc1`?
EphA4 KYL inhibition: -11%

How did CCOc1ccc(N(CC(=O)N2CCN(c3ccccc3)CC2)S(=O)(=O)c2c(C)noc2C)cc1 do in these assays?
EphA4 KYL inhibition: -3%

Results for Cc1ccc(NC(=O)CN2CCOCC2)c(C(=O)c2ccccc2)c1 ?
EphA4 KYL inhibition: -5%

How did Cc1ccccc1NC1(c2ccccc2Cl)C(=O)c2ccccc2C1=O do in these assays?
EphA4 KYL inhibition: 0%

How did O=C1C(Cl)=C(N2CCOCC2)C(=O)N1c1ccccc1Cl do in these assays?
EphA4 KYL inhibition: -3%

How did CCOC(=O)/C(C#N)=C1/SC(CC)C(=O)N1c1ccc(Br)cc1 (configuration not stated) do in these assays?
EphA4 KYL inhibition: 9%

How did CC(C)C1Cc2c(C#N)c(N)n(C)c(=S)c2CO1 (configuration not stated) do in these assays?
EphA4 KYL inhibition: -8%

How did CCOC(=O)Cn1nc(/C=C/c2ccc(C(C)C)cc2)ccc1=O do in these assays?
EphA4 KYL inhibition: -6%

How did COc1ccc(N2CCN(C(CNC(=O)C3CCCCC3)c3cccnc3)CC2)cc1 (configuration not stated) do in these assays?
EphA4 KYL inhibition: -10%

How did CC1=C(C(N)=O)C(c2ccccc2)n2nc(-c3ccncc3)nc2N1 (configuration not stated) do in these assays?
EphA4 KYL inhibition: -8%

Results for O=C(N1CCN(c2ccc([N+](=O)[O-])cc2)CC1)S(=O)(=O)c1ccccc1 ?
EphA4 KYL inhibition: -6%

What do the screens show for `O=C(CNC(=O)c1ccccc1)NC1(C(=O)NC2CCCC2)CCCCC1`?
EphA4 KYL inhibition: -5%

What do the screens show for `CCCc1nnc(NC(=O)CCC(=O)N2CCCCC2CC)s1` (configuration not stated)?
EphA4 KYL inhibition: -4%

Results for COc1cc(NC(=O)c2cc([N+](=O)[O-])ccc2N2CCCCCC2)c2ncccc2c1 ?
EphA4 KYL inhibition: 0%

What do the screens show for `Cc1ccc2nc(SCC(=O)Nc3nnc(SCC(N)=O)s3)[nH]c2c1`?
EphA4 KYL inhibition: -5%

How did O=C(CN1C(=O)c2ccccc2C1=O)Nc1ccc(F)c(F)c1 do in these assays?
EphA4 KYL inhibition: -1%

Results for Cc1occc1C(=O)NCCc1cccc(Cl)c1 ?
EphA4 KYL inhibition: 3%

What do the screens show for `CCCCn1nc2cc(C(=O)NCc3ccc(OC)cc3)ccc2c1OCC`?
EphA4 KYL inhibition: -14%

How did c1csc(-c2cn3c(n2)SCC3)c1 do in these assays?
EphA4 KYL inhibition: -2%

Results for Cc1cccc(-c2noc(-c3cc4ccccc4oc3=O)n2)c1 ?
EphA4 KYL inhibition: -6%

Results for CC(C)Nc1oc(Cc2cccc3ccccc23)nc1C#N ?
EphA4 KYL inhibition: -5%

Results for O=C(Cc1ccccc1[N+](=O)[O-])N1CCN(c2ccc(F)cc2)CC1 ?
EphA4 KYL inhibition: 8%

What do the screens show for `COc1cccc(CN2CCN(C3CCC(C)CC3)CC2)c1` (configuration not stated)?
EphA4 KYL inhibition: 11%

How did CCC(OC(=O)CCc1nc2ccccc2[nH]c1=O)C(=O)c1ccccc1 (configuration not stated) do in these assays?
EphA4 KYL inhibition: -8%

How did Cc1cc(NC(=O)Cn2nnc3sc4c(c3c2=O)CCCC4)no1 do in these assays?
EphA4 KYL inhibition: -22%

What do the screens show for `O=C(c1ccccc1)c1cccn1CC(=O)N1CCN(c2ccc(F)cc2)CC1`?
EphA4 KYL inhibition: 2%

How did COc1cc(NC(=O)c2ccc(C)cc2)c(OC)cc1NC(=O)CN1CCOCC1 do in these assays?
EphA4 KYL inhibition: -2%

What do the screens show for `COc1cccc(NC(=O)/C(=C/c2ccccc2)c2ccccc2)c1`?
EphA4 KYL inhibition: 2%

What do the screens show for `CN(C(=O)C1CCCO1)c1nnc(-c2ccccn2)s1` (configuration not stated)?
EphA4 KYL inhibition: -8%

Results for COc1ccc(/C=C2\CCC/C(=C\c3ccc(OC)c(OC)c3)C2=O)cc1OC ?
EphA4 KYL inhibition: -10%

How did O=C1c2ccccc2S(=O)(=O)N1CCOc1ccc(F)cc1 do in these assays?
EphA4 KYL inhibition: 5%

Results for C=CCc1c(C)[nH]c(=S)c(C#N)c1C ?
EphA4 KYL inhibition: -31%

How did CCOC(=O)c1ccc2nc3c(cc2c1)CCS3 do in these assays?
EphA4 KYL inhibition: -15%

What do the screens show for `CC1CCC(C(=O)NC(C(=O)NCc2ccccn2)C(C)C)CC1` (configuration not stated)?
EphA4 KYL inhibition: 2%

How did CCCCOc1ccc(NC(=O)CSCC(=O)OCC)cc1 do in these assays?
EphA4 KYL inhibition: -3%

How did Cc1cc(C#N)c(C)n1-c1cc(C(F)(F)F)ccc1N1CCOCC1 do in these assays?
EphA4 KYL inhibition: -10%

Results for O=C1CCCN1CN(C(=O)c1ccc2c(c1)OCO2)c1cccc(Cl)c1 ?
EphA4 KYL inhibition: -9%

What do the screens show for `Cc1ccc(C2Nc3ccc(C(=O)c4ccccc4)cc3NC3=C2C(=O)CC(C)(C)C3)o1` (configuration not stated)?
EphA4 KYL inhibition: -1%

How did COc1ccccc1Nc1nc(-c2sc(NC(=O)c3ccc([N+](=O)[O-])cc3)nc2C)cs1 do in these assays?
EphA4 KYL inhibition: 7%

What do the screens show for `O=[N+]([O-])c1cccc(CN(CCO)Cc2ccccc2)c1`?
EphA4 KYL inhibition: 2%

How did CCN(C(=O)COc1ccccc1)c1nnc(-c2cccnc2)s1 do in these assays?
EphA4 KYL inhibition: -5%

Results for COc1ccc(C2CC(=O)c3c(ccc4ccccc34)N2)cc1OC (configuration not stated) ?
EphA4 KYL inhibition: -2%

What do the screens show for `CCOC1(OCC)N=C(N)C2(C#N)C(c3cccc(C)c3)C12C#N` (configuration not stated)?
EphA4 KYL inhibition: -17%

What do the screens show for `CCN(CC)C(=O)c1cc2cc([N+](=O)[O-])ccc2s1`?
EphA4 KYL inhibition: -9%

What do the screens show for `CC(C)(C)Nc1cccccc1=O`?
EphA4 KYL inhibition: 6%

Results for CC(c1ccccc1)C1C(C#N)=C(N)SC(N)=C1C#N (configuration not stated) ?
EphA4 KYL inhibition: -7%

What do the screens show for `CC1(C)CC(=O)C=C(NCc2ccccc2)C1`?
EphA4 KYL inhibition: -14%

What do the screens show for `O=S(=O)(NCc1cccnc1)c1cccc2nsnc12`?
EphA4 KYL inhibition: -9%

How did CC1(C)CC(NC(=S)Nc2ccc(F)cc2)CC(C)(C)N1 do in these assays?
EphA4 KYL inhibition: -4%

Results for O=C(Nc1cccc(Br)c1)c1ccccc1 ?
EphA4 KYL inhibition: -22%

How did N#Cc1ccc(C2=NC(C(F)(F)F)(C(F)(F)F)c3c(n(Cc4ccco4)c(=O)[nH]c3=O)N2)cc1 do in these assays?
EphA4 KYL inhibition: -12%

Results for Cc1nn(C(=O)c2ccco2)c(C)c1Sc1ccccc1 ?
EphA4 KYL inhibition: 13%

Results for CC(=O)Nc1ccc(S(=O)(=O)NCC2CCC(C(=O)NCCC(C)C)CC2)cc1 (configuration not stated) ?
EphA4 KYL inhibition: -8%

How did COC(=O)C1=C(C)N(C)C(C)=C(C(=O)OC)C1c1cccs1 do in these assays?
EphA4 KYL inhibition: -10%

How did CC(Sc1ccc(Cl)cc1)C(=O)NCC1CCCO1 (configuration not stated) do in these assays?
EphA4 KYL inhibition: -1%

How did O=C(NCCCN1CCCCC1)C1CCC(=O)N1CCc1ccccc1 (configuration not stated) do in these assays?
EphA4 KYL inhibition: 0%

What do the screens show for `C=CCn1c(C2CC(=O)N(c3ccc(C)cc3)C2)nc2ccccc21` (configuration not stated)?
EphA4 KYL inhibition: -14%
